Screens from PubChem BioAssay.
ABCB6 inh 2 = ABCB6 transporter inhibitors, primary screen, K562-ABCB6 cells, flow cytometry, MLPCN library; ATP-binding cassette sub-family B member 6 (Homo sapiens), Q9NP58; fluorescence ratio to DMSO, % at 10 µM; K562-ABCB6 porphyrin accumulation, 1 h; stronger effect = lower value; 360,000 compounds, 0.19% hits; AID 602162, 2011;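 active = fluorescence ratio to DMSO below 75%, the collection mean minus 3 SD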;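 note: signal is porphyrin accumulated inside mitochondria; 100% equals median channel fluorescence of DMSO control wells; lower ratio means ABCB6 inhibition with less porphyrin fluorescence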
m5-HT2A agonist = mouse Htr2a agonists via beta-arrestin recruitment, primary screen, cell-based, luminescence | 5-hydroxytryptamine receptor 2A (Mus musculus), P35363 | CHO-K1 mHTR2A beta-arrestin complementation; percent of 30 µM serotonin response | activation, % at 7.6 µM | 360,000 compounds, 0.66% hits | AID 624169, 2012;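 active = activation above a run cutoff, the mean activation of all tested compounds plus 3 SD, cut at about 14% in these data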;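 note: 0% = plate median of compound wells and 100% = 30 µM serotonin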
Target sequence (P35363 whole entry, looked up): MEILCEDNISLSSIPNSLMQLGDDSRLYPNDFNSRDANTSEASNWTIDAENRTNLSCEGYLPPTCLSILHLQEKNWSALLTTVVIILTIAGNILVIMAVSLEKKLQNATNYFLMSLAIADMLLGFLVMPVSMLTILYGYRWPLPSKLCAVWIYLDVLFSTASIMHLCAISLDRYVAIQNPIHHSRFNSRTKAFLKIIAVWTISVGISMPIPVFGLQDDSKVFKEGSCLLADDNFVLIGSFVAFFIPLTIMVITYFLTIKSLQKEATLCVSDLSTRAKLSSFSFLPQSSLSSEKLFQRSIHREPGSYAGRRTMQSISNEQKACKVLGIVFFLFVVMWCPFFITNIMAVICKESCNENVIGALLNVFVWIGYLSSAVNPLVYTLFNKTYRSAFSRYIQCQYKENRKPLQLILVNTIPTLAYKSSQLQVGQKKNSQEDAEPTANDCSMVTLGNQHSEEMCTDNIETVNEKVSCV
H9c2 protect = cardioprotection against H2O2-induced cell death, primary screen, uHTS, H9c2 cells, ATPLite luminescence. protection from H2O2 cell death, % at 20 µM. 360,000 compounds, 0.63% hits. H9c2 cardiomyocytes, H2O2 injury protection, 2 h;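 active = compounds giving at least 50% protection of heart cells from peroxide-induced death in the single-dose screen, raw or plate-pattern-corrected value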;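 note: 0% = DMSO wells with peroxide and 100% = DMSO wells without peroxide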
NOD2 RIPK2 PPI = NOD2-RIPK2 binding disruptors in cells, primary screen, fluorescence, CHO cells, BLA complementation | CCF4 ratio | inhibition, % at 4.98 µM | 360,000 compounds, 0.38% hits; in the data active = inhibition above about 21%;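 note: 0% = vehicle only and 100% = reference blocker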
Target sequence (O43353 whole entry, looked up): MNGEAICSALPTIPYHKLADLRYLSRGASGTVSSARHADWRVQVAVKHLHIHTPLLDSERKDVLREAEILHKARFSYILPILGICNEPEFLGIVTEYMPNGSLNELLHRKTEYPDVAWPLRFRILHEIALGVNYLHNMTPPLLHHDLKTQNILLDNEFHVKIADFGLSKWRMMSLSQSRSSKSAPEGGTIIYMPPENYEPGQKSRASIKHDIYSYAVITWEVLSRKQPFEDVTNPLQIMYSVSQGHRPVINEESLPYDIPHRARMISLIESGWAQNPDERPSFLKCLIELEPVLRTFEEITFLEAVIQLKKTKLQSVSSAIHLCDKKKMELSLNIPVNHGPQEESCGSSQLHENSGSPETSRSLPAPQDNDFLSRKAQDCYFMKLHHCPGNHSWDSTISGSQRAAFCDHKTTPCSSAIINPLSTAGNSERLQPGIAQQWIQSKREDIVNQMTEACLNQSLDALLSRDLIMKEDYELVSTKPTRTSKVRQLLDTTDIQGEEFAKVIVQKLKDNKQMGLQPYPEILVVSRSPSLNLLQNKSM
ABHD5 PLIN5 PPI = ABHD5-PLIN5 interaction inhibitors, primary screen, cell lysate, split luciferase complementation, luminescence; Perilipin-5 (Homo sapiens) + 1-acylglycerol-3-phosphate O-acyltransferase ABHD5 (Homo …; Split G. princeps luciferase complementation, 4 h; inhibition, % at 4 µM; 360,000 compounds, 0.78% hits;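 active = inhibition above the mean inhibition across every tested compound plus 3 SD, cut at about 22% in these data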;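 note: 0% = DMSO only wells and the 100% control is not disclosed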
SRC2 inh = inhibition of GAL4-SRC2 driven luciferase reporter, primary screen, SRC2 inhibitor project, cell-based, luminescence; inhibition, % at 9 µM; AID 651957, 2012; Nuclear receptor coactivator 2 (Homo sapiens), Q15596; 370,000 compounds, 0.17% hits; HEK293 GAL4-SRC2 luciferase reporter;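 active = inhibition above the mean inhibition of all tested compounds plus 3 SD, set per campaign, cut at about 52% in these data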;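 note: 0% = DMSO treated cells and 100% = cells given Gossypol at 36 µM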
MC4R ag barr = MC4R agonists recruiting beta-arrestin, primary screen, cell-based, luminescence, agonist arm of biased-ligand search; U2OS MC4R beta-arrestin complementation; percent of melanotan II response, DMSO zero; activation, % at 8.9 µM; 360,000 compounds, 0.98% hits; AID 540308, 2011;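 active = activation above a per-plate cutoff, the mean activation of sample wells on that plate plus 3 SD, cut at about 8% in these data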
TLR9-MyD88 block = inhibitors of TLR9-MyD88 association in cells, primary screen, cell-based, CHO, BLA complementation, fluorescence. inhibition, % at 4.98 µM. 340,000 compounds, 0.21% hits. AID 504734, 2011. CCF4 FRET ratio;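 active = inhibition above the mean over all tested compounds plus 3 SD, cut at about 21% in these data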;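 note: 0% = DMSO only wells and 100% = clavulanate BLA inhibitor control wells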
MC4R antag cAMP = MC4R antagonists of cAMP signaling, primary screen, cell-based, TR-FRET, antagonist arm of biased-ligand search; Melanocortin receptor 4 (Homo sapiens), P32245; MC4R-expressing cells, MTII-stimulated cAMP, LANCE TR-FRET; inhibition, % at 6.5 µM; 360,000 compounds, 0.48% hits; AID 540295, 2011;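 active = inhibition above its plate's cutoff, the mean of tested wells on that plate plus 3 SD, cut at about 29% in these data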;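 note: 0% = Melanotan II alone and 100% = Melanotan II plus saturating MCL0020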
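System: U2OS cells stably expressing human melanocortin 4 receptor (MC4R). Reagent: Melanotan II challenge after compound preincubation. Doses: 6.5 µM. Times: 30-min compound, 1-h challenge, 1-h detection, room temperature. Measured by: TR-FRET with Eu-cAMP and labeled anti-cAMP, 671 nm. Replicates: singlicate.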
N-glyco inh = increase of ERlucT glycosylation luciferase signal, primary screen, N-linked glycosylation inhibitor project, D54 ERlucT cells, luminescence, set 2. D54 ERlucT glycosylation luciferase reporter, 24 h; percent of 100 nM tunicamycin response. reporter increase, % at 12.5 µM. 360,000 compounds, 0.23% hits. AID 588692, 2011;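 active = mean luciferase reporter signal, scaled so untreated is 0 and the glycosylation-blocking control 100, at or above a set limit in every replicate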;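 note: luciferase carries N-glycosylation sites so blocking glycosylation raises the light; 0% = median of neutral control wells and 100% = median of 100 nM tunicamycin wells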
The depositor's hits bear a star; nt = no result given. Not all compounds are listed. The share of hits here may be higher or lower than overall.

SMILES	ABCB6 inh 2	m5-HT2A agonist	H9c2 protect	NOD2 RIPK2 PPI	ABHD5 PLIN5 PPI	SRC2 inh	MC4R ag barr	TLR9-MyD88 block	MC4R antag cAMP	N-glyco inh
COC(=O)c1nnn(-c2nonc2N)c1COc1ccc(C=O)cc1OC	102	-2	16	4	-1	5	-1.4	-3	-3	5
COc1cccc(N2CCN(S(=O)(=O)c3c(C)[nH]c(C)c3C(=O)N3CCCCC3)CC2)c1	97	4	-2	-9	10	-17	0.2	4	1	1
COc1cccc(C(=O)OCc2cc(=O)oc3c(C)c(C)ccc23)c1OC	98	2	-4	-1	1	-24	-0.7	-5	-1	1
CSCCC(NC(N)=O)C(=O)N(C)CC(=O)Nc1cc(C)ccc1C (configuration not stated)	69*	-2	0	3	-2	-6	0.2	1	-3	1
COc1ccccc1NC(=O)COc1ccc(Br)cc1CNC1CCCC1	101	-6	-1	1	5	-18	-0.7	2	-8	-3
CCNC(=S)NNC(=O)c1cc(-c2ccc(OCC)cc2)nc2ccccc12	102	-3	-24	-6	-6	-63	-1.0	8	-11	-12
O=C(COc1ccc2c3c(c(=O)oc2c1)CCC3)NCC(O)c1ccccc1 (configuration not stated)	96	0	-4	-4	-4	3	0.7	-2	2	5
O=C(Nc1ccccc1)Nc1ccc(F)c([N+](=O)[O-])c1	97	-6	-5	-8	-7	-21	1.2	-16	8	-8
CCc1nc2sc3c(c2c(=O)n1N)CCC3	93	7	-7	-4	2	-4	-0.5	-6	3	1
N=c1c2c(-c3ccccc3)c(-c3ccccc3)n(Cc3ccco3)c2ncn1CCCn1ccnc1	95	0	-16	14	13	-34	-0.8	9	19	2
CC(C)C(OC(=O)C1=Cc2ccccc2OC1)C(=O)NC1CCCC1 (configuration not stated)	89	6	0	-3	4	15	2.1	-9	-6	-1
CCn1c(C(=O)NC(C)c2ccc3c(c2)OCCO3)cc2sccc21 (configuration not stated)	100	2	1	2	0	-5	-0.1	2	8	-8
COc1cccc(C(=O)Nc2ccncc2)c1OC	97	-5	-8	-2	3	2	-0.4	-6	-5	3
CCCCc1cc(=O)oc2cc(C)c(CN3CCCC3)c(O)c12	97	4	8	-19	9	-2	1.2	-1	-8	-1
COc1ccc(-c2csc(Nc3ccccc3)[n+]2CC(O)c2ccc([N+](=O)[O-])cc2)cc1 (configuration not stated)	90	-1	-8	-10	4	-5	-0.1	-1	7	-8
O=C(CN(Cc1cccs1)C(=O)CCC(=O)Nc1nccs1)NCc1ccccc1	103	3	-1	6	-3	-16	-1.1	-3	17	2
COc1ccc(C(CNC(=O)c2cccc(S(=O)(=O)Nc3ccc(F)cc3)c2)N(C)C)cc1 (configuration not stated)	103	-4	9	9	6	-34	-2.9	-2	3	-3
NNc1ccc2nncn2n1	98	1	2	-5	-7	-8	1.5	0	-2	1
CN(C)CCCNC(=O)C[C@H]1C[C@H](C(=O)N2CCOCC2)[C@@]2(C)c3[nH]c4cc(-c5ccco5)ccc4c3CCN2C1=O	98	-5	13	-3	7	5	0.1	3	-1	-1
O=C(Oc1oc(-c2ccco2)nc1C=Nc1ccccc1)c1ccoc1	99	2	-8	-8	-4	-3	-2.0	-5	6	3

Grouped by structure, the compounds so far containing a nitro group on carbon (2)
SMILES	ABCB6 inh 2	m5-HT2A agonist	H9c2 protect	NOD2 RIPK2 PPI	ABHD5 PLIN5 PPI	SRC2 inh	MC4R ag barr	TLR9-MyD88 block	MC4R antag cAMP	N-glyco inh
O=C(Nc1ccccc1)Nc1ccc(F)c([N+](=O)[O-])c1	97	-6	-5	-8	-7	-21	1.2	-16	8	-8
COc1ccc(-c2csc(Nc3ccccc3)[n+]2CC(O)c2ccc([N+](=O)[O-])cc2)cc1 (configuration not stated)	90	-1	-8	-10	4	-5	-0.1	-1	7	-8

Next part
SMILES	ABCB6 inh 2	m5-HT2A agonist	H9c2 protect	NOD2 RIPK2 PPI	ABHD5 PLIN5 PPI	SRC2 inh	MC4R ag barr	TLR9-MyD88 block	MC4R antag cAMP	N-glyco inh
O=c1c2ccccc2nc(/C=C/c2ccc(Br)cc2)n1CCO	102	0	20	-2	9	-6	2.1	nt	0	0
Cc1cnc(C(=O)OCC(=O)NC2CCCCCC2)cn1	101	4	1	-5	8	-24	3.7	nt	5	0
COc1cc(C2CC(=O)C3=C(C2)Nc2ncnn2C3c2cccs2)cc(OC)c1OC (configuration not stated)	100	6	4	-12	8	13	0.0	nt	-1	4
O=C(CSc1ccccn1)NCc1ccc2c(c1)OCO2	98	1	-7	4	-1	-4	-2.6	12	2	-1
Cc1ccc(C(=O)NC2CCSC2=O)cc1 (configuration not stated)	107	1	3	-19	-3	-14	0.6	2	13	0
CC(=O)c1c(N2CCOCC2)nc2ccc(Br)cc2c1-c1ccccc1	99	2	-5	-20	-4	-2	-1.1	nt	4	-1
O=C(NC(=S)Nc1ccc(CN2CCCCC2)cc1)c1ccco1	99	1	-3	-9	-2	-32	-0.4	1	-2	0
O=C(NC1CC1)C1=C[C@H](c2coc3ccccc3c2=O)C[C@H](OCc2ccc(CO)cc2)O1	96	-3	9	0	3	9	-1.3	-63	12	4
Cc1ccc(OCC(=O)Nc2cccc(S(=O)(=O)N3CCCC3)c2)cc1C	100	2	-8	3	-5	-46	6.1	-2	10	-1
CC(NC(=O)CCNS(=O)(=O)c1ccc2c(c1)c(=O)n(C)c(=O)n2C)c1ccccc1 (configuration not stated)	106	6	3	-6	2	-5	0.2	0	5	-1
Cc1nn(CCC#N)c(NC(=O)c2ccc(Cl)cc2Cl)c1P(=O)(Nc1ccc([N+](=O)[O-])cc1)N1CCOCC1 (configuration not stated)	102	-2	10	-17	6	7	0.6	-6	0	0
COc1ccc(C(CNC(=O)c2ccco2)N2CCOCC2)cc1 (configuration not stated)	102	-3	-1	-3	-5	-25	-1.0	-17	0	2
C=CCNc1nc(NCCO)nc(N2CCCC2)n1	99	-2	7	6	-4	-19	-1.8	-3	3	-1
CC(C)(C)NC(=O)c1c(F)c(F)c(F)c(F)c1F	96	2	4	-9	-3	-24	0.2	1	13	2
CCC(C)NC(=O)C(Sc1ccccc1)c1ccccc1 (configuration not stated)	101	-5	0	-13	-1	3	-0.7	-6	11	1
CCOC(=O)c1cc(C#N)c(N2CCN(c3ccc(OC)cc3)CC2)[nH]c1=O	266	4	13	-15	14	-14	7.3	-6	-4	0
COc1ccc(OC)c2sc(N3CCN(C(=O)c4ccc5ncsc5c4)CC3)nc12	97	0	5	0	2	5	-3.0	2	-2	1
COC(C[C@@H](O)[C@@H](C)[C@@H](O)COCc1ccccc1)OC	100	3	0	-7	-6	14	-0.8	-4	4	1
Cn1c(NC(=O)c2ccc(F)cc2)c(-c2ccccn2)c(=O)c2ccccc21	103	-2	7	2	-7	1	0.4	nt	1	1
CCn1c(N2CCN(C(=S)NCC(C)C)CC2)nc2ccccc21	100	0	-3	7	-3	5	-1.4	7	5	1
OCCNc1nc(Nc2cccc(O)c2)nc2ccccc12	99	4	6	0	5	-23	-3.2	6	21	1
CC(C)(C)Nc1nc(OCC(F)(F)F)nc(OCC(F)(F)F)n1	99	-2	-12	-13	1	-29	3.0	-4	1	2
c1ccc2c(c1)nnn2-c1ncnc2sc3c(c12)CCCC3	110	-3	-1	16	-2	-6	6.9	-14	-8	-2
CN(C)CCN(C(=O)c1ccc2c(c1)OCCO2)c1nc2ccc(Cl)cc2s1	102	-7	29	11	5	-31	0.4	2	-5	-4
O=C(c1cc(-c2ccccc2)nc2ccccc12)N1CCN(C2CCS(=O)(=O)C2)CC1 (configuration not stated)	100	3	10	-7	1	7	-0.1	1	1	3
O=C(NN=Cc1ccccc1O)C(O)c1ccccc1 (configuration not stated)	95	3	26	-3	0	-11	-2.5	-3	3	2
COc1ccc([C@H]2CC(=O)C=C(/C=C/Cc3ccccc3)C2)cc1	95	1	-1	12	26*	32	0.8	2	8	2
Cc1cc(C)cc(NC(=O)C(NCC2CCCO2)c2ccccc2)c1 (configuration not stated)	94	-2	-2	-14	1	12	-0.2	-12	10	-3
Nc1[nH]c(C(=O)c2ccccc2)c(-c2ccc(Br)cc2)c1C(=O)NCCc1c[nH]c2ccccc12	96	6	nt	-1	-8	-10	nt	nt	nt	nt
O=C1CC(CC(=O)N/N=C/c2ccccc2[N+](=O)[O-])=NN1	102	3	4	-8	-3	-22	0.6	-13	25	-1
Cc1ccc(CN(Cc2ccccn2)C(=O)Nc2c(F)cccc2F)cc1	77	0	-2	-2	0	-3	-0.8	0	5	-3
CC1(C)SC(C)(C)N(C=O)C1C(=O)O (configuration not stated)	98	7	6	3	7	-12	0.9	-1	3	1
CC(c1ccccc1)n1cnc2ccccc21 (configuration not stated)	91	-4	-5	0	10	-53	2.5	1	0	0
O=C1CC2(CCCC2)C(=O)N1CN1CCN(S(=O)(=O)c2cc(F)ccc2F)CC1	100	0	-3	4	7	-14	-0.1	2	-4	1
CC(=O)N1c2ccc(S(=O)(=O)NCCc3ccc(S(N)(=O)=O)cc3)cc2CC1C (configuration not stated)	110	2	-2	12	-14	13	-3.0	-6	12	2
COc1ccc(NC(=O)c2ccccn2)cc1OC	92	6	-6	-2	1	-20	-0.9	-6	15	-1
Cc1onc(-c2ccccc2)c1C(=O)Nc1sc2c(c1C(N)=O)CCC2	89	-7	7	-13	-5	-26	-2.3	-4	-1	2
O=Cc1ccc(O)cc1O	99	2	4	-10	0	-6	-1.7	-7	11	4
CN1CC2CCCC3(C1)C(=O)NC1(CCCCC1)N=C23 (configuration not stated)	97	1	26	-5	-1	nt	-1.4	3	0	2
COCCNC(=O)CN1CCC(NC(=O)Nc2ccc(C(F)(F)F)cc2)CC1	94	-7	-3	9	-2	2	-2.2	4	2	3
Cc1[nH]n(C(C)(C)C)c(=O)c1Sc1ccc(Cl)cc1	96	15*	-4	-10	-3	-22	2.6	-7	-2	-3
COc1ccc(CC(=O)OCC(=O)N2CCc3ccccc32)cc1OC	98	1	0	-8	-1	7	0.3	-11	9	2
Cc1cc(Br)ccc1SCC(=O)OCC(=O)NC1CC1	143	1	2	-12	-1	-8	-1.0	-6	6	1
N#CCSc1nnc2ccc3ccccc3n12	116	0	7	-4	13	-20	0.6	-14	-5	0
CCOc1ccc(CC(=O)NNC(=S)NCCc2ccccc2)cc1	94	1	-1	-10	-1	-11	-1.0	-4	15	-6
